High-throughput results deposited in PubChem by several laboratories.
KKLEB cytotox: CF airway cell cytotoxicity counter-screen | activity change (cytotoxicity), % at 5 µM | KKLEB CF airway cells viability, ATPlite luminescence, overnight; active compounds read low; cells stimulated with P. aeruginosa culture filtrate | 360,000 compounds, 0.36% hits;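 active = corrected activity change at or below -50% at 5 µM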
NR2E3 ag-1: NR2E3 (human) agonism; GST-NR2E3/biotin-RetCOR TR-FRET, 1536-well; Q9Y5X4; AID 2300; 320,000 compounds, 0.12% hits; inhibition of corepressor binding, % at 4.78 µM;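 active = percent inhibition above the cutoff of mean plus 3 SD of all tested compounds, set per screening campaign, cut at about 20% in these data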;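 also: 0% = DMSO wells and 100% = biotin wells as full block of FRET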
Target sequence (Q9Y5X4 whole entry, looked up): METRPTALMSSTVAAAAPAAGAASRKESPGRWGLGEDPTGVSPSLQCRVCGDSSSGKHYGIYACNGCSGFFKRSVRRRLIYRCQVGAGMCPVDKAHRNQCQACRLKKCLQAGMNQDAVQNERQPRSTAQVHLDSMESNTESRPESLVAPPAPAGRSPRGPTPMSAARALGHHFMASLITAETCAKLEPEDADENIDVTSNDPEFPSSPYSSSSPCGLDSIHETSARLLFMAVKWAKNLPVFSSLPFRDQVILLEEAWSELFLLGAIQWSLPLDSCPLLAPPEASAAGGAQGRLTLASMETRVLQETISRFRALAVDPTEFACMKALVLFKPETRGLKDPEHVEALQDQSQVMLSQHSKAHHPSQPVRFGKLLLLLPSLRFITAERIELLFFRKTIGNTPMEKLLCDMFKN
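System: GST-tagged NR2E3 plus biotinylated RetCOR corepressor; Buffer or medium: pH 7.5 Tris-based buffer; Probe or stimulus: RetCOR corepressor, biotinylated, 7 nM; Doses: compound at 4.8 µM, single dose; Schedule: 5 h incubation at 4 °C; Technique: time-resolved FRET; Evaluation: percent inhibition of TR-FRET ratio; Replication: one well per compound, singlicate testing.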
CF NFkB block: inhibitors of cystic fibrosis induced NF-kB; 360,000 compounds, 0.86% hits; AID 588850; KKLEB NF-kB-GFP reporter, PAF-induced, GFP fluorescence overnight; inhibition, % at 5 µM;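 active = at least 50% inhibition at 5 µM, scaled per plate between neutral and stimulator controls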;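 also: PAF is a Pseudomonas aeruginosa culture filtrate used as stimulus; plate controls were PAF-stimulated DMSO wells for no effect and unstimulated DMSO wells for full effect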
HIF-2a inh: blocks HIF-2a reporter activity. 786-0 RCC cells HIF-2a reporter, luciferase luminescence, overnight. inhibition, % at 18.8 µM. 360,000 compounds, 0.72% hits. AID 624352;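 active = inhibition of the luminescence signal of 40% or more relative to plate controls, in a single-dose primary screen at 18.75 µM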
TRAIL sens C8: sensitizes caspase-8 expressing cells to TRAIL; NB7+C8 cells + TRAIL, ATPlite viability luminescence; inhibition (viability loss, TRAIL sensitization), % at 10 µM; 360,000 compounds, 1% hits; AID 624354;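 active = compounds causing at least 50% loss of cell viability in the single-dose screen, relative to plate controls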
NR2E3 ag-2: activates human NR2E3 receptor. AID 602229. 360,000 compounds, 0.35% hits. inhibition of corepressor binding, % at 3.98 µM. CHO-S Gal4-NCOR/VP16-NR2E3 two-hybrid, luciferase;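 active = inhibition above the mean of all tested compounds plus 3 SD, cut at about 70% in these data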;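 also: 0% = DMSO with NR2E3 transfected cells and 100% = cells lacking NR2E3 construct; higher means lower luciferase signal from less NR2E3 corepressor binding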
Peg3 prom inh: reduces Peg3 promoter-driven luciferase expression in HeLa; HeLa PEG-Prom luciferase reporter, luminescence, overnight; inhibition, % at 20 µM; 360,000 compounds, 1.7% hits;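 active = inhibition of at least 50% at 20 µM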
LMP1 NFkB inh: Epstein-Barr LMP1 NF-kappaB reporter inhibition; AID 504558; LMP1-induced NF-kappaB luciferase reporter cells, luminescence; inhibition, % at 12.5 µM; 350,000 compounds, 0.69% hits; in the data active = inhibition above about 41%;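 also: 0% = neutral control wells and 100% = reference inhibitor control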
hiPSC survival: hiPSC single-cell survival enhancement; ATPlite luminescence; 100% = ROCK inhibitor wells, 0% = DMSO; survival enhancement, % at 20 µM; 360,000 compounds, 0.044% hits; in the data active = survival enhancement above about 18%;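 also: cells exposed to compounds for 16 hours before the ATP read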
TRPM1 prom inh: inhibitors of MITF-driven TRPM1 promoter in melanoma cells | SK-MEL-5 TRPM1 promoter luciferase, 24 h | inhibition, % at 12.5 µM | 330,000 compounds, 0.83% hits | AID 488899;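 active = mean inhibition across replicates of 60% or more, whatever share of single replicates reaches that level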; also: values of inactives mirror those of a sister screen read the other way
Shn3 3UTR inh: Schnurri-3 reporter inhibition in Clone20 osteoblasts. Clone20 osteoblast Shn3 3'UTR firefly luciferase, 24 h. inhibition, % at 12.5 µM. AID 588674. 360,000 compounds, 0.52% hits;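 active = mean inhibition of at least 75% with every replicate also reaching 75%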;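 also: 0% = median of neutral control wells and 100% = pilot-screen positive control compound; some compounds past the cut are filed as inactive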
* marks the source's active call; other numbers are inactive results. A portion of the library. The share of hits here may be higher or lower than overall.

`CCOC(=O)CSc1nnc(CNC(=O)c2ccc(S(=O)(=O)N3CCCC3)cc2)n1C` gave KKLEB cytotox -4, NR2E3 ag-1 1, CF NFkB block 4, HIF-2a inh 3, TRAIL sens C8 21, NR2E3 ag-2 -7, Peg3 prom inh 1, LMP1 NFkB inh -6, hiPSC survival -2.7, TRPM1 prom inh -13 and Shn3 3UTR inh 4.
For CC(=O)c1ccc(S(=O)(=O)N2CCN(C(=O)CSc3ccc(F)cc3)CC2)cc1 the results were KKLEB cytotox 1, NR2E3 ag-1 2, CF NFkB block 9, HIF-2a inh 9, TRAIL sens C8 7, NR2E3 ag-2 -16, Peg3 prom inh 7, LMP1 NFkB inh 4, hiPSC survival -0.5, TRPM1 prom inh 1 and Shn3 3UTR inh -28.
For COc1cccc(-c2cc(-c3cccnc3)c(C#N)c(N)n2)c1 the results were KKLEB cytotox -9, NR2E3 ag-1 -2, CF NFkB block -15, HIF-2a inh 1, TRAIL sens C8 -9, NR2E3 ag-2 -17, Peg3 prom inh -18, LMP1 NFkB inh 2, hiPSC survival 4.6, TRPM1 prom inh -6 and Shn3 3UTR inh -12.
`COc1cc(C(=O)Nc2ccc3c(c2)OCCO3)c(-n2cnnn2)cc1OC` gave KKLEB cytotox 3, NR2E3 ag-1 4, CF NFkB block 22, HIF-2a inh 18, TRAIL sens C8 8, NR2E3 ag-2 10, Peg3 prom inh 6, LMP1 NFkB inh 3, hiPSC survival 1.5, TRPM1 prom inh 7 and Shn3 3UTR inh 13.
For O=C(O/N=C1/CCCc2occc21)c1ccccc1 the results were KKLEB cytotox 2, NR2E3 ag-1 1, CF NFkB block -1, HIF-2a inh -19, TRAIL sens C8 13, NR2E3 ag-2 -19, Peg3 prom inh -79, LMP1 NFkB inh -4, hiPSC survival -1.7, TRPM1 prom inh -6 and Shn3 3UTR inh 3.
For COc1ccc(NCc2nc3ccccc3n2CCOc2ccccc2)cc1 the results were KKLEB cytotox 7, NR2E3 ag-1 0, CF NFkB block -10, HIF-2a inh -116, TRAIL sens C8 13, NR2E3 ag-2 -44, Peg3 prom inh 10, LMP1 NFkB inh 1, hiPSC survival -0.8, TRPM1 prom inh -29 and Shn3 3UTR inh 0.
Screening COc1ccc(-c2nc3cccc(C)n3c2NCc2ccco2)cc1OC returned KKLEB cytotox 6, NR2E3 ag-1 4, CF NFkB block -15, HIF-2a inh -26, TRAIL sens C8 2, NR2E3 ag-2 -5, Peg3 prom inh -46, LMP1 NFkB inh -2, hiPSC survival 0.3 and TRPM1 prom inh -19.
`N#CC1=C(N)C(C#N)(C#N)[C@H](c2ccsc2)[C@H]2COCC=C12` gave KKLEB cytotox 6, NR2E3 ag-1 -20, CF NFkB block -1, HIF-2a inh 16, TRAIL sens C8 -24, NR2E3 ag-2 -10, Peg3 prom inh 13, LMP1 NFkB inh -5, hiPSC survival -0.6, TRPM1 prom inh 9 and Shn3 3UTR inh -42.
Cc1cccc(C)c1OCC(=O)NCC1CCCO1 (configuration not stated) was read as KKLEB cytotox -2, NR2E3 ag-1 2, CF NFkB block 19, HIF-2a inh 18, TRAIL sens C8 3, NR2E3 ag-2 -23, Peg3 prom inh 11, LMP1 NFkB inh 1, hiPSC survival -0.4, TRPM1 prom inh 10 and Shn3 3UTR inh 15.
`CC1(C)C2C(Cl)(Cl)C2(C)c2ccccc2N1C=O` (configuration not stated) gave KKLEB cytotox -17, NR2E3 ag-1 0, CF NFkB block 17, HIF-2a inh 14, TRAIL sens C8 -9, NR2E3 ag-2 -11, Peg3 prom inh 9, hiPSC survival -0.2 and Shn3 3UTR inh -8.
COc1cc(/C=N\NC(=O)OC(C)(C)C)ccc1OC(=O)c1ccco1 was read as KKLEB cytotox 2, NR2E3 ag-1 2, CF NFkB block -13, HIF-2a inh -43, TRAIL sens C8 7, NR2E3 ag-2 7, Peg3 prom inh -22, LMP1 NFkB inh 3, hiPSC survival -1.0, TRPM1 prom inh -5 and Shn3 3UTR inh -18.
`COc1cccc(OCC(=O)NNC(=O)c2cccs2)c1` gave KKLEB cytotox 7, NR2E3 ag-1 0, CF NFkB block -15, HIF-2a inh 15, TRAIL sens C8 5, NR2E3 ag-2 8, Peg3 prom inh 7, LMP1 NFkB inh -2, hiPSC survival -0.4, TRPM1 prom inh -1 and Shn3 3UTR inh -21.
For CC(C)C[C@@H](CN)NC(=O)c1nc[nH]c1C(=O)N[C@@H](Cc1ccccc1)C(=O)CNC[C@H](C)NC(=O)c1nc[nH]c1C(=O)N[C@@H](C)C(=O)O the results were KKLEB cytotox 18, CF NFkB block -10, HIF-2a inh 5, TRAIL sens C8 -3, NR2E3 ag-2 -37, Peg3 prom inh -11, LMP1 NFkB inh 5, hiPSC survival -1.9, TRPM1 prom inh 12 and Shn3 3UTR inh -5.
`Cn1c(CCNC(=O)c2cccs2)nnc1SCC(=O)Nc1nc(-c2ccccc2)cs1` gave KKLEB cytotox -8, NR2E3 ag-1 -2, CF NFkB block 1, HIF-2a inh -99, TRAIL sens C8 -9, NR2E3 ag-2 -2, Peg3 prom inh -49, LMP1 NFkB inh 5, hiPSC survival 4.6, TRPM1 prom inh -17 and Shn3 3UTR inh -91.
O=C(O)c1ccc(OS(=O)(=O)c2ccc(Cl)s2)cc1 was read as KKLEB cytotox -7, CF NFkB block 24, HIF-2a inh 6, TRAIL sens C8 -11, NR2E3 ag-2 -4, Peg3 prom inh 14, LMP1 NFkB inh -2, hiPSC survival 0.0, TRPM1 prom inh 0 and Shn3 3UTR inh -3.
COc1oc(C(=O)NC2CCCCC2)c(-c2ccc(Cl)cc2)c1S(=O)(=O)c1ccccc1 was read as KKLEB cytotox 17, CF NFkB block -4, HIF-2a inh 1, TRAIL sens C8 89*, NR2E3 ag-2 -30, Peg3 prom inh 4, LMP1 NFkB inh 0, hiPSC survival -3.8, TRPM1 prom inh -4 and Shn3 3UTR inh 0.
Screening Cc1noc(C)c1COC(=O)c1ccc(S(=O)(=O)N2CCCCC2)cc1 returned KKLEB cytotox 2, NR2E3 ag-1 -3, CF NFkB block 9, HIF-2a inh 11, TRAIL sens C8 -4, NR2E3 ag-2 -11, Peg3 prom inh 12, LMP1 NFkB inh -3, hiPSC survival -0.2, TRPM1 prom inh -6 and Shn3 3UTR inh 11.
Screening C[C@@]12CCC[C@@](C)(C(=O)O)C1CC[C@@]13C[C@@H](NCc4ccccc4)[C@@](C)(CCC12)C3 (some centres not stated) returned KKLEB cytotox -5, NR2E3 ag-1 -2, CF NFkB block -4, HIF-2a inh 8, TRAIL sens C8 10, NR2E3 ag-2 12, Peg3 prom inh 15, LMP1 NFkB inh -11, hiPSC survival 0.3, TRPM1 prom inh 10 and Shn3 3UTR inh 7.
`Cc1ccc(CNC(=O)Cn2cnc3cc([N+](=O)[O-])ccc3c2=O)cc1` gave KKLEB cytotox -2, NR2E3 ag-1 2, CF NFkB block 1, HIF-2a inh 2, TRAIL sens C8 -9, NR2E3 ag-2 -3, Peg3 prom inh 0, LMP1 NFkB inh 1, hiPSC survival -0.9, TRPM1 prom inh -6 and Shn3 3UTR inh 12.
For CCn1nnnc1SCC(=O)Nc1nnc(C(C)C)s1 the results were KKLEB cytotox -3, NR2E3 ag-1 0, CF NFkB block -2, HIF-2a inh -2, TRAIL sens C8 6, NR2E3 ag-2 6, Peg3 prom inh 0, LMP1 NFkB inh -6, hiPSC survival 3.6, TRPM1 prom inh 8 and Shn3 3UTR inh -19.
Screening CCN(CC(=O)Nc1ccc(NC(C)=O)cc1)C(=O)/C=C/c1cn(-c2ccccc2)nc1-c1cccs1 returned KKLEB cytotox -1, NR2E3 ag-1 -5, CF NFkB block -20, HIF-2a inh -72, TRAIL sens C8 26, NR2E3 ag-2 9, Peg3 prom inh -1, LMP1 NFkB inh -2, hiPSC survival -0.3, TRPM1 prom inh -24 and Shn3 3UTR inh 6.
Cc1ccc(-c2csc(NC(=O)C3=NN(C4CCS(=O)(=O)C4)C(=O)CC3)n2)cc1 (configuration not stated) was read as KKLEB cytotox 10, NR2E3 ag-1 1, CF NFkB block -23, HIF-2a inh 14, TRAIL sens C8 -5, NR2E3 ag-2 -12, Peg3 prom inh 4, LMP1 NFkB inh 5, hiPSC survival 0.6, TRPM1 prom inh 2 and Shn3 3UTR inh 1.
Cc1ccccc1NC(=S)N(Cc1ccccc1)Cc1cccs1 was read as KKLEB cytotox 5, NR2E3 ag-1 -1, CF NFkB block -7, HIF-2a inh 13, TRAIL sens C8 0, NR2E3 ag-2 -2, Peg3 prom inh 32, LMP1 NFkB inh 5, hiPSC survival -0.5, TRPM1 prom inh -12 and Shn3 3UTR inh -16.
For O=C(CCCn1c(SCc2cccc(F)c2)nc2ccccc2c1=O)NCC1CCCO1 (configuration not stated) the results were KKLEB cytotox 0, NR2E3 ag-1 -2, CF NFkB block 11, HIF-2a inh 7, TRAIL sens C8 3, NR2E3 ag-2 3, Peg3 prom inh 21, LMP1 NFkB inh -2, hiPSC survival 0.8, TRPM1 prom inh 0 and Shn3 3UTR inh 10.
NC(=O)c1ccc(N2CCNC(=O)C2)c([N+](=O)[O-])c1 was read as KKLEB cytotox -20, NR2E3 ag-1 3, CF NFkB block 10, HIF-2a inh 8, TRAIL sens C8 -15, NR2E3 ag-2 -11, Peg3 prom inh 0, LMP1 NFkB inh 5, hiPSC survival -0.5, TRPM1 prom inh -5 and Shn3 3UTR inh -5.
`COc1cc(OC)cc(C(=O)N[C@H](C(=O)OCC(=O)c2c[nH]c3ccccc23)C(C)C)c1` gave KKLEB cytotox 10, CF NFkB block 20, HIF-2a inh 14, TRAIL sens C8 0, NR2E3 ag-2 -45, Peg3 prom inh 21, LMP1 NFkB inh 0, hiPSC survival -1.5, TRPM1 prom inh 12 and Shn3 3UTR inh -10.
Screening Cc1ccc(NC2CCCN(C(=O)c3cn(C)c4ccccc34)C2)cc1C (configuration not stated) returned KKLEB cytotox -13, NR2E3 ag-1 -1, CF NFkB block 22, HIF-2a inh 15, TRAIL sens C8 7, NR2E3 ag-2 -1, Peg3 prom inh 18, LMP1 NFkB inh 2, hiPSC survival -0.4, TRPM1 prom inh 2 and Shn3 3UTR inh 14.
`COc1ccc(OC)c2sc(N(CCN(C)C)C(=O)c3ccc4ccccc4c3)nc12` gave KKLEB cytotox -6, NR2E3 ag-1 -1, CF NFkB block 8, HIF-2a inh 1, TRAIL sens C8 8, NR2E3 ag-2 -13, Peg3 prom inh -6, LMP1 NFkB inh 1, hiPSC survival -0.4, TRPM1 prom inh -4 and Shn3 3UTR inh -10.
